# Source: PubChem BioAssay
# TEAD-YAP inh = TEAD-YAP interaction inhibition | HEK-TIYL cells, TEAD-Gal4/YAP UAS-luciferase luminescence | inhibition, % at 9.12 µM | hit rate 1.4% among 640,000 | AID 1259422; in the data active means inhibition above about 32%;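 further: 0% = median of test compound wells and 100% = reference inhibitor wells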
# GPR151 activ = human GPR151 activation; PathHunter beta-arrestin GPR151 cells, luminescence; AID 1508602; hit rate 1% among 650,000; Q8TDV0; activation, % at 11.2 µM; in the data active means activation above about 4.9%;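 further: 0% = median of compound wells and 100% = cells with positive control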
# FBW7 activator = human FBW7 E3 ligase activation, primary screen; AlphaScreen FBW7–phospho-cyclin E peptide binding, activator screen; normalized activity (activation), % at 26.1 µM; hit rate 0.13% among 650,000; AID 1259310; in the data active means normalized activity above about 1.9%;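 further: purified mutant Fbw7 with reduced substrate affinity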
# Target sequence (Q969H0 whole entry, looked up): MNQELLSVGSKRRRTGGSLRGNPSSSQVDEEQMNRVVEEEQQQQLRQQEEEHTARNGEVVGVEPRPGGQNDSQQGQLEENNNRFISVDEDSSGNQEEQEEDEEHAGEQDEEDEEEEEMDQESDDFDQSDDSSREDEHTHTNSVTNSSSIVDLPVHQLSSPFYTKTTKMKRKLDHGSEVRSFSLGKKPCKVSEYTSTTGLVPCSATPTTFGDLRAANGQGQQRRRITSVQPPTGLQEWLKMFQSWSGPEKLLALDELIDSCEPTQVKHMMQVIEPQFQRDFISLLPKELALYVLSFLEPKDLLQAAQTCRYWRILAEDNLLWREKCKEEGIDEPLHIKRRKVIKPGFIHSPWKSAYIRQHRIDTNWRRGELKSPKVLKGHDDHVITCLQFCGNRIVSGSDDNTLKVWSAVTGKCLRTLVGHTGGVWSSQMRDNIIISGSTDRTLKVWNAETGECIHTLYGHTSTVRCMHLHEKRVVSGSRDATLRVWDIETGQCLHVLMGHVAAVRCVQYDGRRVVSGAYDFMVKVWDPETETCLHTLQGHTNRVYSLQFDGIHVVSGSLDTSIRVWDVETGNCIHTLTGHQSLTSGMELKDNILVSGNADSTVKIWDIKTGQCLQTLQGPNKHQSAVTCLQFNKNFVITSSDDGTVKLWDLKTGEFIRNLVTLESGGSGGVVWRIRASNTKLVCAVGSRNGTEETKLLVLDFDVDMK
# MITF primary = human MITF inhibition, primary screen; inhibition, % at 2.6 µM; O75030; AlphaScreen MITF homodimerization, bead proximity signal; hit rate 0.91% among 650,000; in the data active means inhibition above about 50%;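 further: 0% = vehicle wells with protein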
# Numbers without * were called inactive.
SMILES,TEAD-YAP inh,GPR151 activ,FBW7 activator,MITF primary
O=C(Cc1ccc(Cl)cc1)n1cc(Cl)cn1,1.3,0.3,-0.1,-4.8
CSc1ccc(CC(=O)N(CCn2cccn2)c2nc3c(F)cccc3s2)cc1,-2.3,-0.1,0.0,-10.0
O=C(CN1CCCCC1)N1c2ccccc2CCc2ccccc21,18.0,0.2,0.2,6.2
Cc1ccc(C(Nc2cc(Cl)ncn2)C(F)(F)F)cc1 (centres undefined),33.7*,1.5,0.8,2.5
O=c1[nH]c2c(-c3nn[nH]n3)cnn2c2ccccc12,-2.5,-1.2,-0.1,21.1
COc1ccccc1NC(=O)c1ccc2c(=O)n(Cc3ccccc3)c(=S)[nH]c2c1,-3.1,-1.2,0.0,-10.4
CCCCCOC(=O)c1ccccc1N1C(=O)c2cccc([N+](=O)[O-])c2C1=O,-2.9,-1.5,-0.1,-2.7
NCCn1nc(-c2ccc3c(c2)CCC3)c2ccccc2c1=O,-5.0,-0.6,0.5,13.5
O=C1OC(c2ccccc2Br)=N/C1=C/c1cccc2ccccc12,-3.1,0.0,-0.1,-3.7
CC(=O)c1ccc(Nc2ccc3nonc3c2[N+](=O)[O-])cc1,-5.2,-0.8,0.4,23.2
CCCCc1ccc(NS(=O)(=O)CC23CCC(CC2=O)C3(C)C)cc1 (centres undefined),4.5,-1.3,1.3,13.6
COc1cccc(-c2nc3ccccc3c(=O)n2NC(=O)c2ccccc2Cl)c1,1.0,0.5,0.1,-6.3
COC(=O)c1cc(OC)c(OC)cc1NC(=O)Nc1cccc(C(C)=O)c1,4.2,1.8,-0.1,7.6
CCCC(=O)NC(Nc1ccccc1F)C(Cl)(Cl)Cl (centres undefined),9.3,0.7,0.0,-3.6
CC(=O)Nc1cccc(-c2nnc(SCC(=O)Nc3ccc(C(C)=O)cc3)n2C)c1,-7.0,0.7,0.0,3.0
COc1ccc(-c2noc(COc3ccc(C(C)C)cc3)n2)cc1OC,-3.1,1.0,0.0,-3.4
CN(Cc1ccccc1)C(=O)c1ccc(N2CC3CC(C2)c2cccc(=O)n2C3)c(NC(=O)c2c(F)cccc2F)c1 (centres undefined),-8.5,-1.8,0.0,11.6
Cc1nnc(SCC(=O)NC2CCCCC2)n1Cc1ccco1,1.9,-1.7,0.1,0.7
CCOc1ccc(NC(=O)CSc2nc3[nH]ncc3c(=O)n2-c2ccccc2CC)cc1,14.4,0.3,0.0,5.7
CN(C)CCCOc1ccc(-c2cccc(C(F)(F)F)c2)cn1,-11.3,-0.7,0.5,9.3
O=C1c2cccc3c(N4CCNCC4)ccc(c23)C(=O)N1c1ccc(Cl)cc1,-0.6,0.1,0.5,-3.5
CC(=O)Nc1ccc(NC(=O)c2cncc(Br)c2)cc1,-4.7,2.4,0.0,-9.9
CCC(=O)c1ccc(OCCSc2ncccn2)cc1,-32.9,-0.9,0.1,10.2
O=C(c1cn(-c2ccc(F)cc2F)c(=O)c2ccccc12)N1CCN(Cc2ccccc2)CC1,19.6,-0.4,-0.2,0.8
O=C(Nc1cccc([N+](=O)[O-])c1)c1cccc(C(F)(F)F)c1,-15.6,-1.1,-0.2,-2.8

# Two compounds from above, reduced to GPR151 activ.
canonical_smiles,GPR151 activ
COc1ccccc1NC(=O)c1ccc2c(=O)n(Cc3ccccc3)c(=S)[nH]c2c1,-1.2
CCCCCOC(=O)c1ccccc1N1C(=O)c2cccc([N+](=O)[O-])c2C1=O,-1.5

# Some values from the entries so far:
# Cc1nnc(SCC(=O)NC2CCCCC2)n1Cc1ccco1 in TEAD-YAP inh has 1.9
# CC(=O)Nc1ccc(NC(=O)c2cncc(Br)c2)cc1 in MITF primary has -9.9
# CCCC(=O)NC(Nc1ccccc1F)C(Cl)(Cl)Cl (centres undefined) in TEAD-YAP inh has 9.3
# Cc1ccc(C(Nc2cc(Cl)ncn2)C(F)(F)F)cc1 (centres undefined) in TEAD-YAP inh has 33.7*
# NCCn1nc(-c2ccc3c(c2)CCC3)c2ccccc2c1=O in TEAD-YAP inh has -5.0
# O=C1c2cccc3c(N4CCNCC4)ccc(c23)C(=O)N1c1ccc(Cl)cc1 in GPR151 activ has 0.1
# O=C(CN1CCCCC1)N1c2ccccc2CCc2ccccc21 in MITF primary has 6.2

# Later entries.
SMILES,TEAD-YAP inh,GPR151 activ,FBW7 activator,MITF primary
Cc1cccc(N(C)c2ccnc3c(-c4cccc(N)c4)cnn23)c1,-4.3,0.8,0.2,17.0
O=C(NNS(=O)(=O)c1ccccc1[N+](=O)[O-])c1ccc(I)cc1,5.5,0.6,0.4,6.5
Cc1cc(C)cc(OCC(=O)Nc2ccc(S(=O)(=O)NC(C)(C)C)cc2)c1,5.8,-1.6,0.1,6.2
CCCCCCOc1ccc(/C=N/n2cnnc2)cc1,9.3,6.8*,-0.1,5.6
CCOC(=O)CC1=NN(c2ccccc2)C(=O)/C1=C\c1ccc(OCC)cc1,4.6,-0.6,-0.2,-5.8
Cc1ccc(C(=O)Nc2ccc(C#N)cc2)o1,-24.0,-2.0,0.1,-0.4
CSc1ccc(CN2CCN(Cc3cccnc3)CC2)cc1,3.0,-0.3,0.5,85.8*
O=C(CSc1nnc(-c2ccc(O)cc2)o1)Nc1cccc(O)c1,-3.0,0.3,-0.1,3.5
NS(=O)(=O)c1ccc(NC(=O)CSC2=NC(=O)C(Cc3ccccc3)C(=O)N2)cc1 (centres undefined),10.8,0.3,0.0,1.0
CCOc1ccc(/C=C/C(O)=C2/C(=O)NC3(C)CC2c2ccccc2O3)cc1OC (centres undefined),48.9*,-1.2,-0.1,-13.6
Cc1ccccc1C(=O)Nc1nnc(CC(C)C)s1,-23.4,-2.6,0.1,-2.2
CSC1=NCCN1C(=O)COc1ccccc1,2.6,0.9,0.6,8.0
Cc1cc(C)c2nc3c(cc2c1)CN(Cc1ccco1)C(=O)CO3,-11.6,0.7,-0.1,4.1
COc1ccc(C(=O)NC(=S)Nc2ccc(C)cc2O)cc1,-0.2,-0.8,-0.4,26.4
N#Cc1c(O)c2c3c(sc2[nH]c1=O)CCCC3,5.5,1.5,0.1,0.0
c1ccc(-c2nnc(-c3ccccc3)o2)cc1,-34.4,-7.4,-0.1,2.1
COC(=O)c1c(N2C(C)=CC(C(F)(F)F)(C(F)(F)F)C(C#N)=C2N)sc2c1CCCCC2,7.5,1.3,0.0,-6.9
CC(=O)Nc1ccc(NC(=O)COc2ccc(Cl)cc2Br)cc1,-21.6,5.1*,0.0,7.2
O=C1CC(N2CCN(c3cccc(Cl)c3)CC2)C(=O)N1CCc1ccccc1 (centres undefined),-3.7,-0.4,0.0,3.8
CCc1cccc(NC(=O)CN2N=C(c3ccccc3)CCC2=O)c1,-1.4,-0.1,0.1,3.4
COC(=O)c1ccc(NC(=O)N2CCC(CO)(Cc3ccccc3)CC2)cc1,-3.6,-0.1,-0.1,0.8
CCNC1=C(C(=O)c2ccccc2)N(CC(=O)c2ccc(Br)cc2)S(=O)(=O)c2ccccc21,7.4,-1.9,-0.1,12.8
O=C(Nc1ccc([N+](=O)[O-])cc1)N1CCN(C(=O)C2CCCO2)CC1 (centres undefined),7.3,-2.0,0.9,23.4
O=C(NCc1ccc(F)cc1)NC1CC(=O)N(c2ccccc2)C1 (centres undefined),8.6,2.7,0.2,8.1
Cc1ncn(-c2ccc(Nc3ncc(C)c(Nc4ccccc4C(N)=O)n3)cc2)n1,87.5*,-0.4,1.2,7.1
# Going on with the list.
SMILES,TEAD-YAP inh,GPR151 activ,FBW7 activator,MITF primary
COc1ccc(C(=O)Nc2nnc(SCC(=O)Nc3cc(C)cc(C)c3)s2)cc1,5.8,0.3,0.1,-7.9
CCOC(=O)c1c(NC(=O)Nc2ccc(C)cc2)sc2c1CCCC2,11.8,0.4,-0.1,1.6
Cc1noc(C)c1-c1nc(NCCOc2ccccc2)c2ncn(C3CCCCC3)c2n1,2.4,-0.8,-0.2,-3.1
Cc1ncoc1C(=O)N1CCc2ccc(NC(=O)c3ccccc3Cl)cc2C1,5.7,-0.5,0.1,5.7
CCOc1ccc(C(c2nnnn2CCOC)N2CCC(C(N)=O)CC2)cc1 (centres undefined),3.8,0.3,0.1,7.0
CC(=O)c1ccc(NCCC(=O)c2ccc([N+](=O)[O-])cc2)cc1,-9.6,-0.5,0.2,-17.6
CC(C)c1ccc(NC(=O)N2c3ccccc3Sc3ccccc32)cc1,-8.9,0.6,-0.1,-7.7
CCOC(=O)C1=C(N)OC(C)=C(C(C)=O)C1c1ccccc1[N+](=O)[O-] (centres undefined),-2.6,-1.3,0.1,4.5
CCN1CCN(c2cc(C)c3cc(NC(=O)Cn4nc([N+](=O)[O-])c(Cl)c4C)ccc3n2)CC1,9.8,1.0,0.8,4.0
Cc1ccn(C(=O)c2cc3cc([N+](=O)[O-])ccc3oc2=O)n1,10.3,-3.2,-0.5,11.4
O=c1oc2ccc(Cl)cc2nc1/C=C(\O)c1ccc(Cl)cc1,-8.4,-1.8,0.0,13.8
Cc1ccc(NC(=O)C2C3C=CC4(O3)C2C(=O)N(CC2COc3ccccc3O2)C4C(=O)NC2CCCCC2)cc1C (centres undefined),7.4,-1.6,0.1,1.0
O=C(O)CCC(NS(=O)(=O)c1ccc(Cl)cc1)C(=O)O (centres undefined),4.5,-0.5,0.1,10.1
Cc1ccccc1OCC(=O)N/N=C/c1c(C)[nH]n(-c2ccccc2)c1=O,-4.5,0.1,-0.1,-25.6
COc1cc(Nc2cc(N3CCC(C)CC3)c3noc4c3c2C(=O)c2ccccc2-4)cc(OC)c1OC,42.7*,2.9,-0.2,38.8
O=C1NN(c2ccccc2)C(=O)/C1=C/c1ccc(O)c(Br)c1,-4.0,1.6,0.1,16.4
COc1ccc(C(=O)O)cc1NC(=S)NC(=O)COc1ccc(Br)cc1,-3.5,0.3,0.0,3.1
COc1cc(C)nc(Cl)c1N,7.0,2.2,-0.2,3.7
CCCCC(=O)Nc1cccc(NC(=O)/C=C/c2cccc([N+](=O)[O-])c2)c1,2.3,-0.7,0.5,8.1
O=C(O)CNC(=O)COc1ccc(-c2ccccc2)cc1,6.3,-0.1,-0.1,4.0
COc1cccc(CC(=O)N2CCC3(CC2)OCc2ccccc2O3)c1,-5.7,-0.4,-0.4,18.1
COC(=O)c1ccc2c(=O)n(Cc3ccc4c(c3)OCO4)c(SCc3ccccc3F)nc2c1,5.5,2.1,-0.1,-1.7
COc1cccc(NC(=O)c2ccc(N(Cc3ccccc3)S(C)(=O)=O)cc2)c1,-0.8,0.6,-0.1,-12.3
Cc1nc(COC(=O)/C=C/c2cc(Br)ccc2F)cs1,-0.6,2.7,0.0,-13.0
CCN(c1cccc(C)c1)S(=O)(=O)c1ccc(F)c(C(=O)Nc2ccccc2Br)c1,0.1,-0.7,0.1,3.0
# The listing continues.
SMILES,TEAD-YAP inh,GPR151 activ,FBW7 activator,MITF primary
Cc1cc(C(=O)NCCOc2ccccc2Cl)co1,-64.7,0.4,-0.1,-0.7
Cc1cccc(OCC(=O)Nc2cccc(C(F)(F)F)c2)c1,-3.5,-0.6,-0.1,-7.8
COc1ccc(C(=O)N/C(=C\c2ccc(-c3cccc(Cl)c3)o2)C(=O)NCCCN2CCOCC2)cc1,1.9,-0.4,-0.1,4.7
CCCCCCOc1ccc(-c2ncc(CCCCC)cn2)cc1,5.6,5.8*,-0.2,0.0
O=C(Nc1nc2ccccc2c2nc3ccccc3n12)c1sc2ccccc2c1Cl,-4.3,0.8,0.0,-4.8
CCCC(=O)N1CCN(c2ccc(NC(=O)c3ccco3)cc2)CC1,-21.5,-1.2,0.2,-11.6
Nc1cc(NCCNCCO)ccc1[N+](=O)[O-],-0.9,0.3,-0.5,-11.1

# Reformatted: two of the compounds above
Structure | TEAD-YAP inh | GPR151 activ | FBW7 activator | MITF primary
CC(=O)c1ccc(NCCC(=O)c2ccc([N+](=O)[O-])cc2)cc1 | -9.6 | -0.5 | 0.2 | -17.6
CC(C)c1ccc(NC(=O)N2c3ccccc3Sc3ccccc32)cc1 | -8.9 | 0.6 | -0.1 | -7.7

# 7 of the compounds above, with tabs.
canonical_smiles	TEAD-YAP inh	GPR151 activ	FBW7 activator	MITF primary
Cc1cccc(OCC(=O)Nc2cccc(C(F)(F)F)c2)c1	-3.5	-0.6	-0.1	-7.8
CCCCCCOc1ccc(-c2ncc(CCCCC)cn2)cc1	5.6	5.8*	-0.2	0.0
O=C(Nc1nc2ccccc2c2nc3ccccc3n12)c1sc2ccccc2c1Cl	-4.3	0.8	0.0	-4.8
CCCC(=O)N1CCN(c2ccc(NC(=O)c3ccco3)cc2)CC1	-21.5	-1.2	0.2	-11.6
COc1ccc(C(=O)N/C(=C\c2ccc(-c3cccc(Cl)c3)o2)C(=O)NCCCN2CCOCC2)cc1	1.9	-0.4	-0.1	4.7
Cc1cc(C(=O)NCCOc2ccccc2Cl)co1	-64.7	0.4	-0.1	-0.7
Nc1cc(NCCNCCO)ccc1[N+](=O)[O-]	-0.9	0.3	-0.5	-11.1
